Screens as filed in PubChem BioAssay.
SENP1 FRET inh – SENP1 (human) catalytic domain inhibition. Q9P0U3. recombinant SENP1 catalytic domain, CyPet-SUMO1-YPet FRET cleavage. 360,000 tested, 0.21% active. inhibition, % at 10 µM;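 active = inhibition at least 30% at 10 µM, raw YFP signal under a set limit, fluorescence ratio 0.5 to 1.5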;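 note: 0% = enzyme with DMSO and 100% = no enzyme wells; some results filed as inactive read as strong as hits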
Target sequence (Q9P0U3 419-644 limits assumed): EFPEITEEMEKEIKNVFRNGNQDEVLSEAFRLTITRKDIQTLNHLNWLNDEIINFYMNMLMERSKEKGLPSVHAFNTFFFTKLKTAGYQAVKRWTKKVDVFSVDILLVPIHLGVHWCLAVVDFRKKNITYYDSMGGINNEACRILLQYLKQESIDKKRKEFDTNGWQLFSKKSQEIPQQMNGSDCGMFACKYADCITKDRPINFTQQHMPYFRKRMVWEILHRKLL
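Assay system – human recombinant His6-tagged SENP1 catalytic domain enzyme · Input – SENP1 enzyme, 20 pM final · Buffer or medium – Tris pH 8 buffer plus EDTA, NaCl, BME, BSA, NP40, catalase · Schedule – 50 min reaction at room temperature · Technique – FRET read of cyan and yellow fluorescence · Control set – no-enzyme wells low, DMSO-plus-enzyme wells high control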
GRIN3A LBD mod – modulators (binders) of human NR3A ligand-binding domain; NR3A LBD differential scanning fluorimetry, Tm shift; 0% = protein alone, 100% = glycine-bound protein; Tm shift relative to glycine control, % at 25 µM; 340,000 tested, 2.5% active; AID 1259313;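 active = melting temperature shift of at least 10% of the positive control shift, at one fixed dose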
SENP8 inh – blocks human SENP8 cleavage of Nedd8 substrate. Q96LD8. recombinant SENP8, Nedd8 substrate fluorescence. inhibition, % at 20 µM. 360,000 tested, 0.64% active. AID 602440; in the data active = inhibition mostly above about 40%, no sharp cut-off; inactive = mostly below about 27%
Target sequence (Q96LD8 whole entry, looked up): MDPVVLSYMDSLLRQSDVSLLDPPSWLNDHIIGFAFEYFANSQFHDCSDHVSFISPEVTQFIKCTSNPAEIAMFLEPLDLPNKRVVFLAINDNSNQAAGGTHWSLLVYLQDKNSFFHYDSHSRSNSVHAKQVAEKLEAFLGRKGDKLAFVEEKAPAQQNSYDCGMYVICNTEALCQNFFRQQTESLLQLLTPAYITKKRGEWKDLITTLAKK
PfG6PD inh – PfG6PD (Plasmodium falciparum) enzyme inhibition | inhibition, % at 20 µM | 350,000 tested, 0.78% active | PfGluPho enzyme, NADPH resazurin-diaphorase fluorescence | AID 504690;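 active = inhibition reaching at least a set limit at 20 µM in the primary screen, cut at about 59% in these data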;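 note: 0% = DMSO wells with substrate and 100% = DMSO wells lacking glucose-6-phosphate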
SENP6 inh – inhibitors of human SENP6 protease; Q9GZR1; 330,000 tested, 1.8% active; Recombinant SENP6 catalytic domain, aminoluciferin luminescence; AID 2599; inhibition, % at 10 µM;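 active = inhibition above about 50% at the single tested dose, limit read from the data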;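 note: plate controls were DMSO wells with enzyme for no effect and DMSO wells lacking enzyme for full effect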
Target sequence (Q9GZR1 628-1112 limits assumed): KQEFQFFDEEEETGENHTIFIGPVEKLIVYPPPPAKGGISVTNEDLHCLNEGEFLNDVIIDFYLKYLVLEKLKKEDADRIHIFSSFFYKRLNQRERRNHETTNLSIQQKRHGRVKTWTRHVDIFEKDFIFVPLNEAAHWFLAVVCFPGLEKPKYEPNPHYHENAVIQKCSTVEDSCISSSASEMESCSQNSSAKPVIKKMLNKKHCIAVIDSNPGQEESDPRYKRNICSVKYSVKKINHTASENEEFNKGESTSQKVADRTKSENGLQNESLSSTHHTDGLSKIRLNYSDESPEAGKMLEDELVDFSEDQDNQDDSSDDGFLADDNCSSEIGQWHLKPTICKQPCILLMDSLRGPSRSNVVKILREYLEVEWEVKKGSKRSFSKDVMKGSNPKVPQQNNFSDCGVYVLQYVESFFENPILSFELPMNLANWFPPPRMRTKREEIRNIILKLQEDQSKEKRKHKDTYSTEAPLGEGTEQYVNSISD
hIAP act – increases human intestinal alkaline phosphatase activity. P09923. purified human IAP, CDP-Star luminescence, 30 min; stronger effect = higher value; 1 = vehicle-only enzyme, 0 = enzyme-free background. activation factor at 10 µM. 330,000 tested, 0.16% active;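 active = activation factor of the enzyme at least 2-fold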; note: the source names both 10 and 20 µM as test concentration; values of inactives mirror those of a sister screen read the other way
ATG4B inh – ATG4B (human) cysteine protease inhibition; inhibition, % at 8.33 µM; ATG4B cleavage of LC3-PLA2, NBD-HPC fluorescence, 1 h; 340,000 tested, 0.51% active; Q9Y4P1; in the data active = inhibition above about 40%
MPTP block – blocks calcium-induced mitochondrial swelling; isolated mouse mitochondria, Ca2+ swelling absorbance, 30 min; inhibition, % at 10 µM; 360,000 tested, 1.4% active;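 active = inhibition of 50% or more, scaled per plate between neutral and stimulator controls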;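 note: 0% = DMSO wells given calcium and 100% = 1 mM EGTA wells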
An asterisk follows results filed as active; · = no result given; & = joins results of further samples. Rows were taken by chance (roughly 6.7% active in at least one column).

SMILES	SENP1 FRET inh	GRIN3A LBD mod	SENP8 inh	PfG6PD inh	SENP6 inh	hIAP act	ATG4B inh	MPTP block
COc1ccccc1C/C(N)=N/OC(=O)c1ccc(C)c([N+](=O)[O-])c1	2	4	25	5	-8	0.95	27	-1.3
Cc1cc(C)n2nc(C(=O)Nc3ccc(S(=O)(=O)N4CCCC4)cc3)nc2n1	1	0	14	-2	-16	0.98	-7	-1.3
O=C(Nc1ccc(F)cc1)C(=O)C1C(=O)Nc2ccccc21 (configuration not stated)	-1	-2	25	3	24	0.97	-7	-0.8
Cc1nn(-c2cccc(C(F)(F)F)c2)c(=O)c2noc(C)c12	1	2	3	2	-16	1.1	-9	1.1
CC1(c2ccc3c(c2)OCCCO3)NC(=O)N(CC(=O)NCCc2ccc(F)cc2)C1=O (configuration not stated)	-1	·	7	9	·	·	·	-0.5
CN(C)CCCN(C(=O)c1ccc2c(c1)CCCC2)c1nc2c(F)cccc2s1	3	-3	31	34	-2	0.99	6	0.4
Cc1c([N+](=O)[O-])cc(C(=O)N2CCOCC2)cc1[N+](=O)[O-]	-2	-3	20	20	0	0.98	9	1.2
CC1=CC(C)(C)N(C(=O)C(C)N2C(=O)c3ccccc3C2=O)c2ccc(C)cc21 (configuration not stated)	0	-1	16	32	-3	0.96	-1	-0.8
Cc1ccc(NC(=O)CSCC(=O)N=c2sccn2C)cc1	0	1	15	-9	-3	0.91	3	-1.3
Nc1cccc(/C=C/c2ccncc2)c1	2	-2	-41	-2	6	1.1	-2	-0.4
O=[N+]([O-])c1cccnc1N1CCN(c2ccccc2F)CC1	0	0	33	-5	6	0.87	21	1.4
CC(=O)Nc1cccc(Nc2nc(-c3ccccc3)nc3ccccc23)c1	-3	5	-378	9	19	0.94	-6	0.4
COc1cc2ccccc2cc1C(=O)N1CCN(C)CC1	1	1	-39	-8	0	1	-2	-0.6
Cc1ccc(CNC(=O)Cn2nnc(C(=O)Nc3cccc(C)c3C)c2N)cc1	1	0	8	10	-9	1.2	-3	0.8
O=C(c1ccccc1)N1CCCC(C(=O)N2CCCCC2)C1 (configuration not stated)	2	3	9	2	0	1.1	-4	-1.5
CCCSc1nsc(NC(=O)CC)n1	0	-1	12	-1	13	0.95	-4	-0.1
COc1ccc(CNC(=O)CN(c2ccc(OC)c(Cl)c2)S(=O)(=O)c2ccc(C)cc2)cc1	0	-2	8	3	-12	0.87	0	0.8
CCC(=O)NC(Cc1ccccc1)c1ccc2c(c1)OCCCO2 (configuration not stated)	1	-2	2	12	12	1.1	-8	-0.6
O=C(NC1CCCCC1)C(c1ccncc1)N(C(=O)c1csnn1)c1ccccc1F (configuration not stated)	1	-1	5	1	-15	0.94	1	-0.7
O=C(Cn1c(NCCCO)nc2ccccc21)c1ccco1	1	-2	11	0	7	1.1	-3	0.0
CCn1c(C)nc2cc(C(=O)NNC(=O)CCC3CCCCC3)ccc21	1	0	19	2	-4	1.4	4	7.1
COc1ccc(NC(=O)CN(C)C2CCS(=O)(=O)C2)cc1 (configuration not stated)	-1	0	-1	-12	1	1.1	3	-0.1
O=C(CCS(=O)(=O)c1ccccc1)N1CCN(c2ccccc2F)CC1	-1	0	14	2	-10	1.2	-1	-2.2
CC1(C)CC(=O)C(C(C2=C(O)CC(C)(C)CC2=O)c2cccs2)C(=O)C1 (configuration not stated)	2	5	6	10	3	0.97	-11	19
CC(=O)c1ccc(NC(=O)COC(=O)/C=C/c2cccs2)cc1	0	-3	0	21	-5	1.1	-13	-1.0
Cc1csc(SCC(=O)NCc2ccc3c(c2)OCO3)n1	-2	-5	8	-10	-18	1.1	4	0.5
CCCCn1c(CCC(=O)O)nc2cc(S(=O)(=O)N3CCCC3)ccc21	-18	2	14	-7	-2	1.2	3	-0.1
COc1cc(/C=N/NC(=O)c2cccnc2)ccc1OC(=O)c1ccc([N+](=O)[O-])cc1	3	0	10	-25	-6	1	1	-1.5
COc1ccc(-c2cn3nc(SCC(=O)NCC4CCCO4)ccc3n2)cc1 (configuration not stated)	-93	1	-469	53	16	1.1	3	-3.1
CCOC(=O)N1CCC(n2c(SCC(=O)NCc3ccccc3)nc3ccccc3c2=O)CC1	3	-2	27	8	7	1.1	11	2.1
CCn1c(CC(=O)Nc2cccc(OC)c2)nnc1SCC(=O)Nc1nccs1	2	1	14	-4	-16	0.97	0	-0.2
COc1ccccc1NC(=O)CSc1nc2sc(C)c(C)c2c(=O)n1C	1	1	6	-7	4	1	-5	30
O=C(c1ccccc1F)N1C(=O)c2cccc3cccc1c23	-4	0	-146	28	11	1	-5	0.7
O=C1CN(S(=O)(=O)c2cccc(Br)c2)CCN1	0	2	3	0	-14	1.2	0	-1.6
CSc1nn(CCc2ccncc2)c(=S)s1	-1	1	31	-3	-9	1.2	-10	-1.2
CC1CCC(NC(=O)C2(C)CCC(=O)N2Cc2cccnc2)CC1 (configuration not stated)	2	2	19	-1	2	0.92	-6	0.6
CCN(CC)CCNC(=O)CCn1c(=S)[nH]c2cc3c(cc2c1=O)OCO3	-2	0	13	10	-21	0.97	5	2.1
CC(Oc1ccccc1)C(=O)N(CCC1=CCCCC1)c1c(N)n(Cc2ccccc2)c(=O)[nH]c1=O (configuration not stated)	-7	2	-12	-4	-10	1.4	0	-0.5
Cc1ccc(SCC(=O)NNC(=O)CCS(=O)(=O)c2ccc(C)cc2)cc1	0	0	19	-2	-4	1.9	-1	-0.5
CCc1nnc(NC(=O)COC(=O)CN2C(=O)c3ccccc3C2=O)s1	6	-3	20	-11	-15	1.2	8	2.8
CSCC[C@H](Nc1ncnc2sc(C)c(C)c12)C(=O)O	-2	2	7	-17	-21	1.1	7	-2.9
O=C(c1ccc(F)cc1)C1CCN(C(=O)Nc2ccccc2Cl)CC1	3	-3	10	3	-32	1	6	-0.5
COc1ccc2nc(-c3ccco3)c(-c3ccco3)nc2c1	-18	-1	-200	56	23	1	15	3.8
O=c1oc(-c2ccc(F)cc2)nc2ccsc12	4	-5	6	6	-4	1.1	-2	-3.7
O=C(O)c1ccc(NC(=O)C2(c3ccccc3)CCOCC2)cc1	1	-1	12	-11	-24	0.86	-1	-0.3
C[C@@H](CN1C2=NC[C@H](Cc3ccccc3)N2C[C@H]1Cc1ccc(O)cc1)NC(=O)CCC1CCCCC1	0	0	15	-10	-8	0.94	-3	-1.3
CC1CC2C3CCC4=CC(=O)CCC4(C)C3CCC2(C)C1(O)C(=O)CO (configuration not stated)	-1	-1	13	-5	·	·	7	-1.9
CCOc1cc(N2CCOCC2)c(OCC)cc1NC(=O)Cc1ccc(OC)c(OC)c1	-2	-1	6	41	-5	0.93	-3	-2.7
COc1cc(/C=C2/SC(=S)N(CC(=O)Nc3nc4ccccc4s3)C2=O)cc(OC)c1OC	5	-2	9	2	-12	1	2	2.1
CCN1C[C@@H]2[C@@H]3C(=O)N(Cc4ccccc4)C(=O)[C@@H]3[C@](C)(C(=O)OC)N2C1=NC	0	1	11	0	·	·	0	-1.3
Cc1ccc(NS(=O)(=O)c2c(C)nc3sccn3c2=O)cc1	4	0	4	-2	0	0.95	-10	-1.6
O=C(N1CCOCC1)N1CCN(CC(O)COc2ccc3ccccc3c2)CC1 (configuration not stated)	2	-7	16	0	-12	1.2	-14	-1.2
CCC(NC(=O)NC1=NCCS1)(C(F)(F)F)C(F)(F)F	-1	1	-13	-4	-6	0.96	-8	5.3
Cc1cccc2cc(CN(Cc3ccco3)C(=O)Nc3cccc(C#N)c3)c(Cl)nc12	2	0	6	3	-27	0.9	-33	25
COc1cccc(C2CC(=O)N3CN(c4cccc(Cl)c4C)CSC3=C2C#N)c1OC (configuration not stated)	-23	-28	-21	86*	4	0.84	-5	-1.0
Brc1ccc(/C=N/n2cnnc2)s1	2	1	20	-12	6	0.93	5	0.9
CCN(CC)S(=O)(=O)c1ccc(OC)c(NC(=O)c2cc3c(=O)n4ccccc4nc3s2)c1	-28	1	-435	13	-20	1	33	-0.1
CC(=O)Nc1ccc(S(=O)(=O)NCCC(=O)NCc2ccco2)cc1	-3	·	18	-2	·	·	·	0.1
COc1ccc(-c2cc(C(F)(F)F)n3nc(C(=O)NCCN4CCOCC4)cc3n2)cc1	-102	-2	-442	-12	10	1.1	-5	0.5
COc1ccccc1N1CCN(Cc2cnc3ccc(Cl)cn23)CC1	-1	-1	10	-3	-26	1	-4	0.2

Record cards, as listed above. Order of values: SENP1 FRET inh | GRIN3A LBD mod | SENP8 inh | PfG6PD inh | SENP6 inh | hIAP act | ATG4B inh | MPTP block
`Cc1ccc(NS(=O)(=O)c2c(C)nc3sccn3c2=O)cc1` reads 4 | 0 | 4 | -2 | 0 | 0.95 | -10 | -1.6
`Brc1ccc(/C=N/n2cnnc2)s1` reads 2 | 1 | 20 | -12 | 6 | 0.93 | 5 | 0.9
`CC(=O)Nc1ccc(S(=O)(=O)NCCC(=O)NCc2ccco2)cc1` reads -3 | · | 18 | -2 | · | · | · | 0.1
`Cc1cccc2cc(CN(Cc3ccco3)C(=O)Nc3cccc(C#N)c3)c(Cl)nc12` reads 2 | 0 | 6 | 3 | -27 | 0.9 | -33 | 25

Remaining list, next part
SMILES	SENP1 FRET inh	GRIN3A LBD mod	SENP8 inh	PfG6PD inh	SENP6 inh	hIAP act	ATG4B inh	MPTP block
CC1(C)COC(c2cccn2Cc2ccc(F)cc2Cl)=N1	3	1	10	6	0	1.1	2	0.0
CC1CCCC(C(=O)O)N1C(=O)CCSSCCC(=O)N1C(C)CCCC1C(=O)O (configuration not stated)	3	-1	4	1	-133	0.94	-7	-1.1
COC(=O)C1CN(C(=O)C(C)Oc2ccc(F)cc2)c2ccccc2O1 (configuration not stated)	3	1	15	7	11	1	-8	-0.5
Cc1cccc(NC(=O)c2cnn(-c3ccccc3)c2C)c1C	1	1	2	26	-3	1	1	0.6
CC1(c2ccccc2)NC(=O)N(CC(=O)Nc2ccc(S(=O)(=O)Nc3ncccn3)cc2)C1=O (configuration not stated)	-12	0	-17	-3	-11	1	-7	-0.6
C/C(N)=C(/C#N)C(=O)CSc1nc(C2CCCCC2)n(-c2ccccc2)n1	2&1	-7&-2	0&0	19&-6	-6	1.2	-5&-1	-0.8&2.5
CCn1c(SCC(=O)c2c(N)n(C3CC3)c(=O)[nH]c2=O)nnc1-c1ccccc1OC	0	0	8	28	4	1	-11	0.0
CCOC(=O)N1CCN(C2CC(=O)N(c3ccc(Cl)c(Cl)c3)C2=O)CC1 (configuration not stated)	3	2	12	-8	-2	0.95	2	-2.1
Cc1ccc(NC(=O)C2C3C=CC4(O3)C2C(=O)N(CCN2CCOCC2)C4C(=O)NC2CCCCC2)cc1C (configuration not stated)	3	-1	7	-14	-18	0.98	-8	0.1
Clc1c(-c2nnc3n2CCC3)sc2ccccc12	-2	-1	9	-12	-8	1.2	-10	-0.3
CCOC(=O)c1c(S(=O)(=O)NCC(=O)N2CCN(c3cccc(OC)c3)CC2)c(C)n(C)c1C	-1	2	12	2	-8	1.1	0	-0.8
O=C1OC(c2ccccc2)=N/C1=C/c1cccc(OC(=O)c2cccs2)c1	-2	-5	-128	-17	-24	1.1	3	-0.1
Cc1noc(-c2ccccc2OC(=O)c2ccccc2)n1	4	9	18	7	-7	1.1	-4	-4.6
CCN(CC)CCCNC(=O)c1c(O)c2c([nH]c1=O)CCCC2	1	-5	9	-18	-9	1.1	-1	-0.1
CC(=O)NC1C(=O)N=C(SCC(=O)Nc2c(C)cccc2C)NC1=O (configuration not stated)	0	0	12	-3	-1	0.97	4	-0.9
CC(=O)c1ccc(Nc2cc(C)nc3ccc(C)cc23)cc1	1	-2	-373	2	-17	1	-1	-0.5
